D1 potentiator: Potentiators of Human D1 Dopamine Receptor: qHTS; D(1A) dopamine receptor (Homo sapiens), P21728; HEK293 TREx D1 cells, calcium flux, dopamine EC20 potentiation; potentiation, % at 10 µM; 360,000 tested, 0.036% active; in the data active means potentiation above about 30%; further: 0% is about no effect
D1 ag: Allosteric Agonists of the Human D1 Dopamine Receptor: qHTS | D(1A) dopamine receptor (Homo sapiens), P21728 | HEK293 T-REx D1 cells, calcium flux, agonist mode | activation, % at 2 µM | 360,000 tested, 1% active | AID 504660, 2011; further: 0% is about no effect
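Agonism was scored from calcium flux recorded over 180 s (1 read/s) after pintool compound addition, following a 10-cycle baseline. Cells were inducible force-coupled HEK293 TREx D1, plated overnight at 30 C and loaded with no-wash calcium dye.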
D2 antag: HTS Assay for Allosteric Antagonists of the Human D2 Dopamine Receptor: Primary Screen for Antagonists. D(2) dopamine receptor (Homo sapiens), P14416. HEK293 TREx D2 cells, calcium flux, dopamine EC80. inhibition, % at 10 µM. 340,000 tested, 2% active. AID 485344, 2010; in the data active means inhibition above about 30%; further: 0% is about no effect
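Read-out: kinetic calcium fluorescence (1 cycle/s) in inducible HEK293 T-REx D2 cells after an EC80 dopamine addition that followed 180 s compound preincubation. Loss of the dopamine response indicates antagonism.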
TRHR enhancer: qHTS for Small Molecule Agonists and Allosteric Enhancers of Human TRH Receptor: Primary Screen for Enhancers; 360,000 tested, 0.66% active; Thyrotropin-releasing hormone receptor (Homo sapiens), P34981; enhancement, % at 2 µM; TRHR cells, fluo-8 calcium fluorescence, EC20 TRH enhancement; in the data active means enhancement above about 30%; further: 0% is about no effect
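TRHR-expressing cells loaded with fluo-8 calcium dye were read kinetically (ex 480/em 530) during compound addition, then stimulated with an EC20 of TRH (10 nM final). Enhancement of the Gq-mediated intracellular calcium response was scored.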
RXFP1 antagonist: qHTS Assay for Antagonists of the Relaxin Receptor RXFP1. activity change, negative = inhibition, % at 57.5 µM. Relaxin receptor 1 (Homo sapiens), Q9HBX9. HEK293-RXFP1, relaxin-stimulated cAMP HTRF, 30 min; hits give low values. 350,000 tested, 0.59% active;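 active means activity change of -60% or lower, but not beyond a set lower limit; inconclusive means change between -60% and -40%, or beyond the set limit; inactive means change above -40%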; further: on the % scale 0 is the no-effect control and ±100 the full control effect
Target sequence (Q9HBX9 whole entry, looked up): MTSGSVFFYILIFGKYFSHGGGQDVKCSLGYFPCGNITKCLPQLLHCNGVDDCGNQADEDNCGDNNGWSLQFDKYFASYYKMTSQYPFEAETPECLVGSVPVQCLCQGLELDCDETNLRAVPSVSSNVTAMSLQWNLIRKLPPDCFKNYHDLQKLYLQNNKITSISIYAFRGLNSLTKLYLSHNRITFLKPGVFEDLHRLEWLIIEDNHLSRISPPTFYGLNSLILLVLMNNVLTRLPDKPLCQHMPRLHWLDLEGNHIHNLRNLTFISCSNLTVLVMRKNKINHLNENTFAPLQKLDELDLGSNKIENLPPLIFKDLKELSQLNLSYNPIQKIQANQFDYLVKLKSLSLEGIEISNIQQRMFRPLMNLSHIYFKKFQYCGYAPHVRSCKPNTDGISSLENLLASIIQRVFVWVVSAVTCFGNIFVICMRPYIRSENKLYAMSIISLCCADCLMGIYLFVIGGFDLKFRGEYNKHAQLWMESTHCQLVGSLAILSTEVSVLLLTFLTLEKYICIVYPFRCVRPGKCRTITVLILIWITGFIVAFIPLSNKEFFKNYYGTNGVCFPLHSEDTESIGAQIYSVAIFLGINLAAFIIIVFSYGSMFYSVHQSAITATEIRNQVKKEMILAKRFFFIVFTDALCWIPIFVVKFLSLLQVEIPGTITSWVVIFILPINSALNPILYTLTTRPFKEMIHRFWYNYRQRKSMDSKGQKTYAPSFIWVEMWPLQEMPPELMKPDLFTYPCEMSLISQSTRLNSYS
D2 PAM: HTS Assay for Positive Allosteric Modulators of the Human D2 Dopamine Receptor: Primary Screen for Potentiators | HEK293 T-REx D2, calcium flux, EC20 dopamine potentiation | AID 485347, 2010 | D(2) dopamine receptor (Homo sapiens), P14416 | 340,000 tested, 0.34% active | potentiation, % at 10 µM;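 active means potentiation over 3 SD above the plate norm, cut at about 30% in these data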; further: 0% is about no effect
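Cells plated with tetracycline inducer and held overnight at 30 C; calcium dye loaded 30–90 min at room temperature; baseline taken, compound added and read 180 s; EC20 dopamine then added and read 180 s.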
TRHR agonist: qHTS for Small Molecule Agonists and Allosteric Enhancers of Human TRH Receptor: Primary Screen for Agonists | Thyrotropin-releasing hormone receptor (Homo sapiens), P34981 | TRHR cells, calcium flux fluo-8, FDSS agonist mode | activation, % at 2 µM | 360,000 tested, 0.18% active | AID 493084, 2011; further: 0% is about no effect
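Steps: seed TRHR cells overnight; add fluo-8 no-wash Ca dye, RT 30 min–1.5 h; record 10 s baseline; pin-transfer compounds; monitor fluorescence 1 cycle/s for the agonist window. Calcium increases flag candidate agonists.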
D1 antagonist: Antagonist of Human D 1 Dopamine Receptor: qHTS; 360,000 tested, 3.2% active; HEK293 TREx D1 cells, calcium flux, dopamine EC80; hits give low values; AID 504652, 2011; activity change, negative = inhibition, % at 10 µM; D(1A) dopamine receptor (Homo sapiens), P21728; in the data active means activity change below about -30%; further: on the % scale 0 is the no-effect control and ±100 the full control effect
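Using tetracycline-induced force-coupled D1 Hek293 cells and a calcium dye, signals were followed for 180 s after compound, then for 180 s after EC80 dopamine, to detect inhibitors.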
D2 agonist: HTS Assay for Allosteric Agonists of the Human D2 Dopamine Receptor: Primary Screen for Agonists | AID 485358, 2010 | HEK293 T-REx D2 cells, calcium flux agonist mode | 340,000 tested, 0.53% active | D(2) dopamine receptor (Homo sapiens), P14416 | activation, % at 2 µM;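 active means activation over 3 SD above normal in the single-dose calcium agonist read, cut at about 30% in these data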; further: 0% is about no effect
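In this primary screen, compounds producing a positive calcium signal within 180 s of addition to tetracycline-induced, force-coupled HEK293 Trex D2 cells are flagged; cells are dye-loaded with a no-wash calcium kit beforehand.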
Active calls of the source: *; ? = inconclusive; · = no result given. Unless noted, no stated cut-off is given here; in the data, active means activation above about 30%; inactive means the rest.

| Molecule | D1 potentiator | D1 ag | D2 antag | TRHR enhancer | RXFP1 antagonist | D2 PAM | TRHR agonist | D1 antagonist | D2 agonist |
| --- | --- | --- | --- | --- | --- | --- | --- | --- | --- |
| O=C1c2ccc([N+](=O)[O-])cc2C(=O)N1Cc1cccnc1 | -14 | 2 | 10 | -7 | 9 | 9 | 0.0 | 5 | -1.0 |
| COc1ccccc1/C=C/C(=O)OC(C)CN1CCOCC1 (stereo not drawn) | -3 | 0 | -3 | -1 | 4 | -4 | -0.5 | -19 | 0.5 |
| CCCOc1ccc(-c2c(C(=O)N/N=C/c3cccs3)nnn2-c2nonc2N)cc1 | 5 | 6 | 19 | 7 | ? | 49* | 0.9 | 39 | -0.3 |
| O=C(NC(=S)N1CCCC1)c1ccc(Cl)cc1 | 5 | 1 | -11 | 13 | -9 | 0 | 0.9 | 11 | 0.0 |
| COc1ccc(/C=C2/SC(=S)N(CCC(=O)N3CCN(C)CC3)C2=O)cc1 | -1 | 1 | -7 | 15 | 8 | 11 | 0.8 | 7 | 0.0 |
| CCOC(=O)C1=C(C)Nc2[nH]c(=O)[nH]c(=O)c2C1c1cccs1 (stereo not drawn) | -7 | -4 | -11 | 6 | · | -4 | 0.9 | -10 | 0.6 |
| O=C1CS/C(=N\c2ccccn2)N1C1CCCCC1 | -2 | 2 | 4 | 1 | -13 | 7 | 0.2 | 6 | 0.3 |
| COc1ccc(CC(=O)Nc2ccc(S(=O)(=O)Nc3ncccn3)cc2)cc1 | 6 | 2 | 6 | -2 | -3 | 2 | -0.4 | 5 | 0.1 |
| Cc1cc(NC(=O)CSCC(=O)N(C)Cc2c(F)cccc2Cl)no1 | -8 | 5 | -4 | -1 | -10 | 4 | 0.0 | -25 | -1.2 |
| CCCCNC(=O)c1cc(-c2ccc(OC)cc2)nc2n[nH]c(-c3cccc([N+](=O)[O-])c3)c12 | 3 | 3 | · | 2 | -8 | -3 | 0.2 | 22 | 0.2 |
| CC(=O)N1CCC(C(=O)N2CCN(S(=O)(=O)c3ccc(F)cc3)CC2)CC1 | -2 | 1 | 11 | -1 | 0 | 2 | 0.4 | -4 | 0.1 |
| Cn1cnnc1SCC(=O)Nc1ccc(S(=O)(=O)N2CCCC2)cc1 | -1 | -1 | 10 | -2 | 10 | 7 | -0.2 | · | -0.2 |
| O=C(CCCCCN1C(=O)c2cccc3cccc(c23)C1=O)NCCCO | 3 | 0 | -2 | 4 | 10 | 3 | 0.7 | 16 | 1.6 |
| CCCCNC(=O)C(=O)Nc1cc2c3c(c1)CCC(=O)N3CCC2 | -4 | 1 | 7 | 1 | 7 | 6 | -0.1 | -3 | 1.0 |
| CCN1C(=O)CSc2ccc(C(=O)NCc3ccccc3OC)cc21 | 6 | 0 | -5 | -3 | -3 | 34* | -0.4 | -7 | 0.4 |
| C=CCn1c(SCC(=O)Nc2cccnc2Cl)nnc1-c1ccc(C(C)(C)C)cc1 | 8 | -1 | -5 | -2 | 12 | 11 | -0.1 | -9 | -0.5 |
| Cc1cccc(Nc2c3c(nc4ncnn24)CCC3)c1 | -2 | 1 | -6 | 4 | 0 | 2 | -2.5 | -30* | -1.2 |
| O=C(Cc1ccc(Cl)cc1)NCC(=O)N1CCCCCC1 | -1 | 7 | 3 | 2 | 8 | -7 | -0.3 | -5 | -0.4 |
| Cc1nn(CC(=O)NCCN2CCOCC2)c(=O)c2ccccc12 | -4 | 1 | 8 | 3 | 0 | 1 | 0.1 | -8 | -0.1 |
| CCOC(=O)N1CCC(NC(=O)c2cc(C(=O)NC3CCCC3)ccc2CO)CC1 | 0 | 0 | 15 | -4 | 0 | 12 | 0.3 | 3 | -1.0 |
| COc1ccc(-c2c(C)nn3c(N4CCOCC4)cc(C)nc23)cc1OC | -4 | 1 | 1 | 14 | 5 | 2 | -1.8 | -18 | -0.7 |
| Cc1nnn(C23CC4CC(CC(C(=O)NN)(C4)C2)C3)n1 | 1 | 1 | 10 | 0 | -11 | 6 | -0.1 | 5 | 0.9 |
| OCC[C@@H]1C[C@@H](O)[C@H](O)[C@]2(OCc3ccccc32)O1 | 0 | 0 | -23 | 1 | · | -19 | 0.2 | 5 | 0.0 |
| COc1ccccc1NC(=O)C/C(N)=N/O | 1 | 1 | 3 | 4 | -2 | -6 | 0.7 | 1 | 0.6 |
| O=c1c2ccccc2nnn1CSc1nnc(C2COc3ccccc3O2)n1-c1ccccc1 (stereo not drawn) | 0 | 1 | -11 | -4 | -26 | -2 | 0.3 | 9 | 0.3 |

New compounds follow:
| Molecule | D1 potentiator | D1 ag | D2 antag | TRHR enhancer | RXFP1 antagonist | D2 PAM | TRHR agonist | D1 antagonist | D2 agonist |
| --- | --- | --- | --- | --- | --- | --- | --- | --- | --- |
| COc1ccc(C(C)C)cc1S(=O)(=O)Nc1ccc(Cl)cn1 | -3 | 0 | -3 | -2 | 5 | -6 | -1.6 | 8 | -2.3 |
| CC(=O)Nc1c(NCC(C)C)c2ccccc2oc1=O | -2 | 1 | 2 | 10 | -1 | -3 | 1.2 | 12 | 0.1 |
| COc1ccc(C2CC(c3ccccc3OC(C)=O)=NN2C(=O)/C=C/c2ccccc2)cc1 (stereo not drawn) | -3 | 5 | -6 | 6 | -11 | 19 | 0.2 | 6 | 1.1 |
| COc1ccccc1OC(=O)Nc1ccc(Cl)cc1 | -5 | 9 | -14 | -1 | 5 | -10 | 2.0 | 4 | 1.7 |
| O=C(NC(=S)Nc1ccccc1C(=O)O)c1ccc2ccccc2c1 | -1 | 2 | · | -2 | -31 | · | -0.7 | -2 | · |
| COCCn1c(SCC(=O)Nc2cccc(S(N)(=O)=O)c2)nc2ccccc21 | -3 | 0 | 8 | 18 | -35 | 11 | 0.2 | 4 | 0.4 |
| Cc1ccccc1OCCNc1ccc(C(F)(F)F)cc1[N+](=O)[O-] | 0 | 13 | 12 | -3 | -10 | -2 | 2.0 | 9 | 1.1 |
| CCCCNC(=O)C1CCN(S(=O)(=O)c2ccc3c(c2)CC(C)N3C(=O)C2CC2)CC1 (stereo not drawn) | -4 | 4 | -1 | -8 | · | 8 | -1.7 | -4 | 0.6 |
| Cn1ncc([N+](=O)[O-])c1C(=O)N1CCOCC1 | -2 | 1 | -6 | 0 | 2 | -8 | 0.1 | 6 | 0.3 |
| COc1ccccc1NC(=O)CN1CCN(CC(=O)Nc2ccc(Cl)c(C(F)(F)F)c2)CC1 | -1 | 5 | 6 | -5 | -7 | 7 | 0.2 | 10 | -0.4 |
| O=C(NCCOc1ccccc1F)c1ccccc1SCc1ccc(F)cc1 | -2 | 2 | -15 | -3 | -28 | -9 | -0.2 | 6 | -0.8 |
| CCC(C)(C)NC(=O)CN(C(=O)CNS(=O)(=O)c1ccccc1)c1ccccc1 | -1 | 2 | -3 | 4 | -5 | 8 | 0.0 | 14 | 0.2 |
| COc1ccc(CCn2nc(C)c([N+](=O)[O-])c2C)cc1 | -2 | -1 | 32* | 2 | 3 | -16 | -0.1 | -8 | -0.7 |
| CCOc1ccc(CN2CCN(C3CCC3)CC2CCO)cc1 (stereo not drawn) | 2 | -1 | -9 | -3 | 8 | 4 | 0.9 | 0 | -0.6 |
| CC1Cc2ccccc2N1CC(=O)NC(c1ccccc1)c1ccccc1 (stereo not drawn) | -3 | 3 | -3 | 0 | -39 | 1 | -0.2 | -8 | -0.6 |
| CC1=NN(C(N)=S)C(=O)C1N=Nc1c(Cl)cc([N+](=O)[O-])cc1Cl (stereo not drawn) | -10 | 4 | 8 | -8 | 11 | -5 | 0.3 | -21 | 0.3 |
| CC(Oc1ccccc1)C(=O)N1CCN(c2ccc(N3CCCCC3)nn2)CC1 (stereo not drawn) | -2 | 2 | 22 | 3 | -10 | 14 | -0.2 | -12 | -1.2 |
| CC1(C)CC(=O)C2=C(C1)N(c1ccc(F)cc1)C(=O)CC2c1ccccc1 (stereo not drawn) | 10 | 1 | 6 | -5 | 1 | 19 | -0.7 | -1 | 0.0 |
| CCOc1ccccc1NC(=O)c1ccc2ccccc2c1 | -11 | 3 | 9 | -9 | -5 | -8 | -0.5 | -1 | 0.4 |
| COc1ccccc1C1NC(=O)NC(C)=C1C(=O)Nc1cccc(C)c1C (stereo not drawn) | 2 | 4 | · | -4 | · | 0 | 0.4 | 1 | · |
| O=C(O)COc1ccc(NC(=O)c2ccco2)cc1 | 4 | 0 | 5 | 10 | 29 | -10 | 3.2 | -2 | 1.1 |
| CCCC(=O)Nc1ccc(NC(=O)C2CC2)cn1 | -5 | 3 | 5 | -5 | -1 | 10 | 0.9 | 2 | 0.0 |
| CC(SCC(=O)NC(C)C1CC2CCC1C2)C(=O)O (stereo not drawn) | -4 | 3 | 0 | 15 | 4 | 3 | 0.2 | 2 | 0.2 |
| CCOCCCNC(=O)c1cc2c(-c3ccc(Cl)cc3)nn(C)c2s1 | 4 | 1 | -23 | 7 | · | -5 | -0.1 | 5 | -1.4 |
| Cc1ccc(S(=O)(=O)N(C)CC(=O)NCC(c2ccc(F)cc2)N2CCOCC2)cc1 (stereo not drawn) | 5 | 2 | 12 | 2 | 3 | -3 | -1.4 | 18 | -1.4 |
| CCn1c(CC(=O)Nc2ccccc2)nnc1SCC(=O)Nc1ccccc1C(=O)OC | 0 | 1 | -17 | 4 | 4 | 9 | 0.0 | 3 | -2.0 |
| Cc1cc(-c2nc3ncccc3o2)ccc1NC(=S)NC(=O)C(C)C | 1 | 2 | 7 | -3 | -9 | 2 | -0.3 | -1 | 0.6 |

Printed as active in D2 PAM, of those listed so far:
canonical_smiles,D1 potentiator,D1 ag,D2 antag,TRHR enhancer,RXFP1 antagonist,D2 PAM,D1 antagonist
CCCOc1ccc(-c2c(C(=O)N/N=C/c3cccs3)nnn2-c2nonc2N)cc1,5,6,19,7,?,49*,39
CCN1C(=O)CSc2ccc(C(=O)NCc3ccccc3OC)cc21,6,0,-5,-3,-3,34*,-7
